From PubChem
APJ antagonist: antagonists of human apelin receptor APJ, primary screen, CHO-K1 cells, beta-arrestin complementation, luminescence. actives 0.32% (n = 330,000). P35414. inhibition, % at 20 µM;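 active = inhibition above about 40% at 20 µM, limit read from the data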;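 note: cells challenged with 10 nM apelin-13 agonist together with compound; plate controls were apelin-13 plus DMSO wells for no effect and DMSO wells lacking apelin-13 for full effect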
APJ agonist: agonists of human apelin receptor APJ, primary screen, CHO-K1 cells, PathHunter beta-arrestin, luminescence | activation, % at 20 µM | P35414 | actives 0.11% (n = 330,000) | 0% DMSO wells, 100% apelin;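 active = activation more than six SD over the plate average, tested at 20 µM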;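 note: 0% = DMSO alone and 100% = apelin-13 at 10 nM; some results filed as inactive read as strong as hits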
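Assay system: CHO-K1 cells stably expressing ProLink-tagged human APJ and arrestin–beta-gal acceptor. Compound dosing: 20 µM single point, 1% DMSO. Times: 16-18 h seeding, 90 min dark compound exposure, 60 min detection. Detection: beta-gal luminescence. Evaluation: APJ–arrestin association signal. Controls: negative DMSO alone, positive Apelin-13 at 10 nM.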
UPR XBP1 act: activators of adaptive XBP1 UPR arm, primary screen, cell-based, CHO-XBP1 luciferase reporter, luminescence, uHTS | IRE1-XBP1 UPR activation; percent of tunicamycin response, DMSO as zero | activation, % at 20 µM | actives 0.33% (n = 330,000);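 active = versus positive control, 20 µM dose yields 30% or more activation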;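 note: 100% = tunicamycin at 10 µg/mL and 0% = DMSO only wells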
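Material: CHO cell line with stable XBP1 luciferase reporter; buffer or medium: F12 medium containing 10% fetal bovine serum; compound: single point, 20 µM final compound, 1% DMSO; incubation: 6 h treatment, 37 °C; measured by: glow luminescence from Steady-Glo reagent; evaluation: activation, % of tunicamycin; control set: tunicamycin high, DMSO low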
CXCR6 block: CXCR6 receptor inhibitors, primary screen, cell-based, beta-arrestin, luminescence, CHO-K1 PathHunter, 1536-well. C-X-C chemokine receptor type 6 (Homo sapiens), O00574. inhibition, % at 20 µM. actives 0.36% (n = 360,000). AID 602244, 2012; in the data active = inhibition above about 34%, passing the limit was not always enough;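 note: antagonist mode with CXCL16 agonist at 10 nM final; 0% = 10 nM CXCL16 with DMSO and 100% = unstimulated wells without agonist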
tim10-1 inh: growth inhibitors of tim10-1 mutant yeast, primary screen, luminescence, uHTS; actives 2.2% (n = 330,000); inhibition, % at 20 µM; AID 463190, 2010; S. cerevisiae tim10-1 ts strain growth, BacTiter-Glo, 24 h;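 active = inhibition of at least 40%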;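 note: mutant grown at 25 °C; 0% = DMSO wells with yeast and 100% = wells holding no yeast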
TIM10 inh: growth inhibitors of isogenic TIM10 control yeast, primary screen, counter-screen for tim10-1 yeast inhibitor project, luminescence, uHTS | S. cerevisiae TIM10 strain growth, BacTiter-Glo luminescence, 24 h | actives 1.4% (n = 330,000) | AID 463195, 2010 | inhibition, % at 10 µM;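 active = inhibition of 40% or more at the single tested concentration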;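 note: wild-type TIM10 isogenic control strain grown at permissive 25 °C; 0% = DMSO yeast wells and 100% = minimal medium wells without yeast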
Mdm2 MdmX PPI: inhibitors of human Mdm2-MdmX association, primary screen, cell-based, luminescence, split luciferase, SaOS-2, uHTS. actives 3% (n = 330,000). inhibition, % at 8 µM. SaOS-2 split-luciferase Mdm2/MdmX complementation;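 active = inhibition of at least 50% at 8 µM in the primary screen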
Target sequence (O15151 whole entry, looked up): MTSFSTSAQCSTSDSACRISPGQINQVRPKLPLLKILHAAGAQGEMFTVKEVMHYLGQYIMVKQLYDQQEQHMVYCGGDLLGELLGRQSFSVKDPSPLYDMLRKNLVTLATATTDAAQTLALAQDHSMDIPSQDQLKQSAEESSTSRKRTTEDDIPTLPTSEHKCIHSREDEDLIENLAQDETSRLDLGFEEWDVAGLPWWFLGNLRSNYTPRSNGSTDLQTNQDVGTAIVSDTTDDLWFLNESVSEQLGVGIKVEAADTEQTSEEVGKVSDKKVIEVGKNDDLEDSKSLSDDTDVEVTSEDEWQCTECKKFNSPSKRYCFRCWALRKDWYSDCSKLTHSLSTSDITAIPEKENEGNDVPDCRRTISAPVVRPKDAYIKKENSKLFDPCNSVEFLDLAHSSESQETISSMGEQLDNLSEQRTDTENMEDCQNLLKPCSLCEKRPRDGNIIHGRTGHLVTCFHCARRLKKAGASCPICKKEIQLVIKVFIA
Target sequence (Q00987 whole entry, looked up): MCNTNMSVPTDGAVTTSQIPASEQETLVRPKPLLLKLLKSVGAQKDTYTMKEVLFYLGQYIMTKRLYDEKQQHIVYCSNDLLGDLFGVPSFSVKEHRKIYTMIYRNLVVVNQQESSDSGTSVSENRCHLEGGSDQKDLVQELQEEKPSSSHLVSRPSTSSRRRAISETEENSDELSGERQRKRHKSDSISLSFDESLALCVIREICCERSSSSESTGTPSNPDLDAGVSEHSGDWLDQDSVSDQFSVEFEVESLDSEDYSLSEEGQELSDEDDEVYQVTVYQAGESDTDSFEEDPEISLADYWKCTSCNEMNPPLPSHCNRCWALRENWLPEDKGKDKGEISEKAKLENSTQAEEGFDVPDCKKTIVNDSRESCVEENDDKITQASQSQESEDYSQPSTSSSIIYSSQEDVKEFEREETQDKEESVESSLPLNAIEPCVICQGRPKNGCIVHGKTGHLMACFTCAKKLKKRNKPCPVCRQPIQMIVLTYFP
UPR CHOP act: activators of apoptotic CHOP UPR arm, primary screen, cell-based, CHO-CHOP luciferase reporter, luminescence, uHTS; UPR activation; percent of tunicamycin response over DMSO baseline; activation, % at 10 µM; actives 0.34% (n = 330,000);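 active = at 10 µM dose, activation of 40% or more, normalized to positive control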;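 note: 100% = tunicamycin at 10 µg/mL and 0% = DMSO alone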
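Material: CHO-CHOP cells, stable luciferase reporter of PERK-eIF2a-CHOP signalling; quantity: 500 reporter cells seeded per well; buffer or medium: F12 medium containing 10% fetal bovine serum; compound: one dose, 10 µM in 0.5% DMSO; incubation: 6 h compound treatment, 37 °C; measured by: Steady-Glo luciferase luminescence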
tim23-1 inh: growth inhibitors of tim23-1 mutant yeast, primary screen, luminescence, uHTS; S. cerevisiae tim23-1 growth, BacTiter-Glo luminescence, 24 h; inhibition, % at 20 µM; actives 1.3% (n = 330,000);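 active = growth inhibition of the mutant yeast at or above 50%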;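 note: temperature-sensitive mutant grown at 25 °C; plate controls were DMSO-treated mutant yeast for no effect and medium wells lacking yeast for full effect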
Starred values were filed as active, the others as inactive. Not all compounds are listed; rates above refer to the full screens.

nr	Molecule	APJ antagonist	APJ agonist	UPR XBP1 act	CXCR6 block	tim10-1 inh	TIM10 inh	Mdm2 MdmX PPI	UPR CHOP act	tim23-1 inh
1	O=C(O/N=C1\CCS(=O)(=O)c2sccc21)C1CC1	-13	-3	-5	5	-7	-14	12	-1.3	-7
2	CCC(C)(C)NC(=O)C(c1ccncc1)N(C(=O)Cn1nnc2ccccc21)c1cc2c(cc1C(C)=O)OCO2 (stereo not drawn)	4	-3	-3	-1	-4	-10	15	-1.8	11
3	Cc1csc(SCC(=O)N2CCCC2)n1	-28	3	-1	-10	0	-25	0	-1.8	1
4	C/C(N)=C(/C#N)C(=O)COC(=O)c1cc2c(s1)CCCC2	5	0	2	-1	15	13	-23	2.2	11
5	CCOC(=O)c1c(-c2ccc(C)s2)csc1NC(=O)c1cccs1	-15	3	2	4	3	0	30	-0.6	11
6	COc1ccc(-c2nnc(NC(=O)c3cc(C)on3)s2)cc1	21	-2	4	2	19	22	-17	1.2	9
7	CC(C)=CCN1CCN(Cc2cccc3c2OCO3)CC1CCO (stereo not drawn)	-2	-2	1	3	6	-11	-24	0.3	-3
8	CCc1ccc(NC(=O)CNC(=O)[C@@H]2Cc3ccccc3CN2)cc1	3	-2	-4	-1	8	7	9	2.9	12
9	Cc1ccc(CNC(=O)C2CCN(S(=O)(=O)N3CCCCC3)CC2)cc1	18	0	0	0	11	12	1	-0.7	16
10	COCCNC(=O)Nc1ccc2nc(-c3ccco3)c(-c3ccco3)nc2c1	-10	-1	-6	0	-10	-6	19	0.4	3
11	COc1ccc(-c2cn(-c3ccc(C)cc3C)c(=O)[nH]2)cc1OC	13	-2	-4	-7	-4	-5	1	-0.6	0
12	CCc1ccccc1NC(=O)COc1ccc2c(c1)OCO2	-6	-3	-1	10	11	16	12	0.8	19
13	CC(=O)c1ccc(NC(=O)Nc2ncn(Cc3cccc(C)c3)n2)cc1	4	-4	2	-1	30	27	13	-0.4	13
14	Cc1cccc(NC(=O)CNC(=O)CN2CCN(C)CC2)c1C	8	0	-1	3	-6	2	2	-0.8	-5
15	COC(=O)c1ccc2c(=O)n(CCN3CCOCC3)c(SCC(=O)Nc3ccc(C)cc3)nc2c1	15	-3	-2	3	15	13	21	-2.1	18
16	CCOc1ccc(-c2nnc(-c3cccnc3)o2)cc1OCC	-3	0	2	1	13	4	-22	0.4	5
17	COC(=O)C1C(c2ccc(Cl)cc2)NC(c2ccc(Cl)cc2)C(C(=O)OC)S1(=O)=O (stereo not drawn)	3	-5	1	2	11	12	11	0.2	-2
18	COC(=O)c1c(NC(=O)CCCC(=O)O)sc(C)c1C	13	-2	0	1	2	5	-13	0.1	-1
19	CCCCc1c(C)c2ccc(OC)c(/C(C)=N\O)c2oc1=O	25	-2	3	6	-3	11	2	-0.9	0
20	CN(CC(=O)Nc1ccc(OC(F)(F)F)cc1)C(=O)/C=C/c1ccco1	-3	-4	3	5	-25	3	15	-0.6	20
21	Cc1ccc(N2CC(C(=O)OCC(=O)Nc3cccc(Cl)c3C)CC2=O)cc1 (stereo not drawn)	19	0	0	-1	21	6	16	0.0	24
22	OCCC1CN(Cc2cnc(-c3ccc(Cl)cc3)nc2)CCN1C1CCCCC1 (stereo not drawn)	-6	-5	4	0	18	15	3	2.9	4
23	CC1CCCCN1CCNC(=O)C1CC(=O)N(c2ccc(F)c(Cl)c2)C1 (stereo not drawn)	13	-3	-4	17	-8	6	3	-0.9	9
24	CC1CCC(NC(=O)c2ccc(N3CCCC3=O)cc2)CC1 (stereo not drawn)	14	-4	-2	2	6	-24	-26	1.4	9
25	COc1ccccc1NC(=O)CN1CCSc2ccccc21	-38	-1	0	-1	-35	-4	15	-1.0	28
26	CCOc1ccc(NC(=O)COc2ccc(C(=O)NC(C)c3ccc(S(N)(=O)=O)cc3)cc2OC)cc1 (stereo not drawn)	18	-1	-5	3	-10	5	25	0.1	-1
27	Cc1cc(NC(=O)c2ccc(Cl)cc2)n(CCOC(=O)c2ccc(Cl)cc2)n1	-9	-2	-2	-10	28	15	11	0.3	30
28	Cc1ccc(CS(=O)(=O)c2ncc(Cl)c(C(=O)Nc3ccc(OC(F)F)cc3)n2)cc1	42*	-5	-9	76*	44*	-46	91*	166*	65*
29	Fc1cccc(Nc2nc(-c3ccncc3)nc3ccccc23)c1	-25	-2	8	-9	17	16	30	2.7	26
30	CC(C)(C)OC(=O)NCCCCCC(=O)N/N=C/c1coc2ccccc2c1=O	-11	1	-2	-13	4	14	20	2.1	37
31	CC1COc2ccccc2N1C(=O)c1cccnc1Cl (stereo not drawn)	-3	-2	2	-4	10	-2	-6	-0.5	9
32	CCOC(=O)N1CCC(NC(=O)c2cc(COc3ccccc3SC)on2)CC1	4	-3	-4	-8	18	13	12	3.8	16
33	CCN(C(=O)COC(=O)C1=COCCO1)c1ccccc1	19	-2	-2	-1	6	-5	7	-0.4	8
34	Cc1cccc(OCCCN2CCOCC2)c1	-5	-1	-4	8	-13	-13	6	0.0	2
35	COc1ccc(-n2c(Cn3c(=O)sc4ccccc43)nnc2SCC(=O)N2CCOCC2)cc1	-14	-2	0	5	2	11	6	1.4	-1
36	CCOC(=O)Cn1c(-c2ccc(OC)cc2)c(-c2ccc(OC)cc2)nnc1=O	-11	2	-7	7	8	12	4	-0.2	28
37	CC(NC(=O)COc1ccc(Br)cc1)C(=O)O (stereo not drawn)	24	-1	1	-8	-5	9	21	-1.7	12
38	COc1ccc(/C=C/c2nc3ccccc3c(=O)o2)cc1	11	0	-10	-3	29	22	88*	-8.7	28
39	O=C1CCCCCC1C1(O)C(=O)Nc2ccccc21 (stereo not drawn)	-19	-4	-1	-1	-6	-11	18	-2.5	-9
40	Cc1cc(NC(=O)COC(=O)C2=NN(c3ccccc3)C(=O)CC2)c([N+](=O)[O-])cc1C	-2	-1	0	1	10	3	15	1.0	19
41	COc1ccc(OC)c(CCNC(=O)c2ccc(CS(=O)(=O)c3ccc(Br)cc3)o2)c1	12	0	3	2	6	12	16	-0.7	27
42	CCO[C@H]1OC(C(=O)N2CCCCCCC2)=C[C@@H](C)[C@@H]1CCCO	13	-3	-2	-7	-3	4	11	2.7	6
43	Cc1cc(-n2c(C)cc(C(=O)CSc3nncn3C)c2C)no1	6	-1	-4	7	-6	-10	-12	0.8	-12
44	O=C1CC(Sc2nnc(-c3ccccc3)o2)C(=O)N1c1ccccc1 (stereo not drawn)	1	5	-6	-6	51*	36	7	15	38
45	COCCn1c(SCc2nc(N)nc(Nc3ccccc3C)n2)nc2ccccc2c1=O	-5	-1	5	0	24	25	30	2.7	10
46	COc1cccc(OC)c1C(=O)N1CCN(Cc2ccc3c(c2)OCO3)CC1	-10	-3	-2	0	2	0	-6	-0.2	-4
47	N#Cc1ccc(C(c2nnnn2Cc2ccccc2)N2CCCC2)cc1 (stereo not drawn)	0	-2	-1	3	22	0	19	0.4	21
48	O=C(COc1cc(Cl)c(Cl)cc1Cl)Nc1ccncc1	-30	10	0	-7	22	20	-5	2.5	-4

Just UPR XBP1 act, for some of the entries so far:
| cpd | SMILES | UPR XBP1 act |
| --- | --- | --- |
| 47 | N#Cc1ccc(C(c2nnnn2Cc2ccccc2)N2CCCC2)cc1 (stereo not drawn) | -1 |
| 48 | O=C(COc1cc(Cl)c(Cl)cc1Cl)Nc1ccncc1 | 0 |

The results go on:
nr	Molecule	APJ antagonist	APJ agonist	UPR XBP1 act	CXCR6 block	tim10-1 inh	TIM10 inh	Mdm2 MdmX PPI	UPR CHOP act	tim23-1 inh
49	CCC1S/C(=N/N=C/c2ccco2)N(Cc2ccc(F)cc2)C1=O (stereo not drawn)	22	-2	0	2	15	3	10	7.1	16
50	CC(C)CCN(C)c1ccc(/C=N/n2cnnc2)cc1	4	-2	0	13	14	17	1	1.4	21
51	Cc1cccc(N(CC(=O)NCc2ccc3c(c2)OCO3)C(=O)CCC(=O)Nc2ccccn2)c1	-16	1	-2	-6	-3	-6	1	0.8	7
52	O=C(Nc1ccc2c(c1)OCO2)c1ccc(CN2CCOCC2)cc1	-6	0	-1	2	2	-2	-49	5.1	0
53	O=C(N/N=C/c1cc([N+](=O)[O-])ccc1O)C1CCCCC1	25	-6	-2	32	15	24	4	0.5	50
54	COc1ccc(NS(=O)(=O)c2cccc(C(=O)O)c2)cc1S(=O)(=O)N1CCOCC1	9	-1	-2	3	-4	-4	-11	-0.1	-5
55	CCOc1cc(/C=N/NC(=O)CN2CCCCC2)ccc1O	16	0	-6	-1	-1	4	0	0.8	-1

Compound profiles, from the list above.
CCC1S/C(=N/N=C/c2ccco2)N(Cc2ccc(F)cc2)C1=O (stereo not drawn) across the screens: APJ antagonist = 22; APJ agonist = -2; UPR XBP1 act = 0; CXCR6 block = 2; tim10-1 inh = 15; TIM10 inh = 3; Mdm2 MdmX PPI = 10; UPR CHOP act = 7.1; tim23-1 inh = 16
CCOc1cc(/C=N/NC(=O)CN2CCCCC2)ccc1O across the screens: APJ antagonist = 16; APJ agonist = 0; UPR XBP1 act = -6; CXCR6 block = -1; tim10-1 inh = -1; TIM10 inh = 4; Mdm2 MdmX PPI = 0; UPR CHOP act = 0.8; tim23-1 inh = -1
Cc1cccc(N(CC(=O)NCc2ccc3c(c2)OCO3)C(=O)CCC(=O)Nc2ccccn2)c1 across the screens: APJ antagonist = -16; APJ agonist = 1; UPR XBP1 act = -2; CXCR6 block = -6; tim10-1 inh = -3; TIM10 inh = -6; Mdm2 MdmX PPI = 1; UPR CHOP act = 0.8; tim23-1 inh = 7
